H9c2 TAG inh: triacylglycerol accumulation inhibition. 230,000 compounds, 0.66% hits. AID 651582. inhibition, % at 12.5 µM. H9c2 cells, Nile Red lipid (TAG) fluorescence; cells loaded with 200 µM oleic acid;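 active = pattern-corrected inhibition of lipid staining of at least 50% with the nuclear-stain viability signal not falling by more than 50%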;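 note: 0% = DMSO wells and 100% = triacsin C control wells; some results filed as inactive read as strong as hits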
H9c2 TAG inh DAPI viability: further read-out of H9c2 TAG inh, marked with its call; DAPI nuclei signal change (viability), lower = more cytotoxic, %;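 whole-well DAPI fluorescence read on a plate reader as a viability signal; minus 50 percent equals half of cells still viable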
Active calls of the source: *. A portion of the library. The share of hits here may be higher or lower than overall.

SMILES	H9c2 TAG inh	H9c2 TAG inh DAPI viability
O=C(COC(=O)c1cccc(S(=O)(=O)N2CCCCC2)c1)NC1CCCc2ccccc21 (stereo unspecified)	-7	-4
C=CCN(C(=O)c1cccc(S(=O)(=O)N2CCN(C)CC2)c1)c1nc(-c2ccccc2)cs1	-14	17
CN(Cc1ccc(C(C)(C)C)cc1)C(=O)c1ccc2c(=O)n3c(nc2c1)CCC3	9	4
COc1ccc(NC(=O)c2cc(-c3ccncc3)nc3ccc(Br)cc23)cc1OC	48	-14
O=c1oc(-c2ccco2)nc2c1cnn2-c1ccccc1	18	-15
CCc1nc2ccc(C(=O)NCCN3CCOCC3)cn2c1N(C)Cc1ccc(OC)cc1	-16	24
Cc1cc(NC(=O)COC(=O)COc2ccc3c(c2)CCC3)no1	2	8
O=C(c1cc2cc([N+](=O)[O-])ccc2oc1=O)n1cccn1	-21	1
C/C(=N\NC(=O)c1ccc(F)cc1)c1cccc(NC(=O)c2cccc(F)c2)c1	12	-4
CC(C)(C)c1ccc(CN2N=Nc3ccccc3S2(=O)=O)cc1	51*	-42*
COc1cc(NC(=O)COc2c(C)cc(C)cc2[N+](=O)[O-])c(OC)cc1Cl	2	-7
CC(O)c1nc2ccc(Cc3ccc4nc(C(C)O)[nH]c4c3)cc2[nH]1 (stereo unspecified)	-7	-1
NC(=O)c1ccnc2c(O)cccc12	13	2
CC1(C)CC(=O)C2=C(C1)Nc1cc3c(cc1C2c1ccc2c(c1)OCO2)OCO3 (stereo unspecified)	3	-1
CC(=O)c1cccc(S(=O)(=O)N2CCn3cccc3C2C)c1 (stereo unspecified)	-3	4
COc1ccccc1OCC(O)CO (stereo unspecified)	-6	-1
CCCNC(=O)c1ccc2c(c1)ncn2-c1ccccc1OC	-3	21
Cc1nnc(SCC(=O)NC2CC2)n1CCc1ccccc1	17	-8
C/C(=N\NC(=O)CSCc1ccccc1Cl)c1cc(O)ccc1O	2	-19
COc1c(C)cc(Br)cc1C(=O)NC(=S)Nc1ccc(Cl)c(C(=O)O)c1	-1	71
CC(C)c1ccccc1NC(=O)c1cccc(NC(=O)c2ccccc2)c1	31	4
Cc1ccccc1CNC(=O)c1ccccc1NS(C)(=O)=O	-4	-4
CCOc1ccc(C(=O)OCC(=O)NCc2ccco2)cc1OCC	23	-5
O=C(Nc1ccc(-c2cnco2)cc1)c1ccc(F)cc1F	11	4
COc1ccc(CNc2ccc(S(=O)(=O)N3CCN(C)CC3)cn2)cc1OC	1	-3
CCOC(=O)c1c(-c2cccc(C)c2)csc1NC(=O)c1c(-c2ccccc2)noc1C	12	1
COc1ccccc1NC(=O)Nc1nc(CC(=O)NCc2c(F)cccc2F)cs1	-6	-9
O=C(Cc1ccccc1)NC1CCN(C(=O)NCc2ccccc2)CC1	-20	-5
O=c1[nH]c2ccc(S(=O)(=O)Nc3ccc(-c4nnc5n4CCCCC5)cc3)cc2o1	7	-10
COc1cccc(C(=O)Nc2nc(C)cs2)c1	-5	-2

Structures shown so far with a halogen (7):
SMILES	H9c2 TAG inh	H9c2 TAG inh DAPI viability
COc1ccc(NC(=O)c2cc(-c3ccncc3)nc3ccc(Br)cc23)cc1OC	48	-14
C/C(=N\NC(=O)c1ccc(F)cc1)c1cccc(NC(=O)c2cccc(F)c2)c1	12	-4
COc1cc(NC(=O)COc2c(C)cc(C)cc2[N+](=O)[O-])c(OC)cc1Cl	2	-7
C/C(=N\NC(=O)CSCc1ccccc1Cl)c1cc(O)ccc1O	2	-19
COc1c(C)cc(Br)cc1C(=O)NC(=S)Nc1ccc(Cl)c(C(=O)O)c1	-1	71
O=C(Nc1ccc(-c2cnco2)cc1)c1ccc(F)cc1F	11	4
COc1ccccc1NC(=O)Nc1nc(CC(=O)NCc2c(F)cccc2F)cs1	-6	-9

Later entries:
SMILES	H9c2 TAG inh	H9c2 TAG inh DAPI viability
Cc1ccc(NC(=O)c2nc[nH]c2C(=O)N2CCc3ccccc3C2)cc1	14	12
O=C(Cn1cnc2ccc(Cl)cc2c1=O)c1cccs1	-11	-4
Cc1ccc(N2C(=O)c3ccc(C(=O)O)cc3C2=O)cc1C	-20	12
Cc1cc(C)cc(NS(=O)(=O)c2ccc3[nH]cc(C(=O)N4CCc5ccccc54)c(=O)c3c2)c1	-6	7
c1cc(-c2cc3cc(N4CCOCC4)ccc3o2)cs1	8	17
CCc1ccccc1N(C(C)=O)c1nc(CCl)cs1	-4	7
Cn1cc(S(=O)(=O)Nc2ccc(OC(F)(F)F)cc2)c(=O)n(C)c1=O	-5	0
CCCC(=O)NC1=C(C#N)C2(CCCCC2)Cc2ccccc21	-10	-1
CC(=O)Nc1ccc(C2NC(=O)c3ccccc3O2)cc1 (stereo unspecified)	17	1
CSc1nc(SCCO)c2sc3nc(-c4ccco4)c4c(c3c2n1)CC(C)(C)OC4	3	7

Single records, from the list above. Screens in order: H9c2 TAG inh, H9c2 TAG inh DAPI viability
O=C(Cn1cnc2ccc(Cl)cc2c1=O)c1cccs1 in the list: -11, -4
Cc1ccc(NC(=O)c2nc[nH]c2C(=O)N2CCc3ccccc3C2)cc1 in the list: 14, 12
Cc1cc(C)cc(NS(=O)(=O)c2ccc3[nH]cc(C(=O)N4CCc5ccccc54)c(=O)c3c2)c1 in the list: -6, 7
CC(=O)Nc1ccc(C2NC(=O)c3ccccc3O2)cc1 (stereo unspecified) in the list: 17, 1

Following part.
SMILES	H9c2 TAG inh	H9c2 TAG inh DAPI viability
Cn1ncc([N+](=O)[O-])c1C(=O)Nc1ccc(-c2nc3ccccc3o2)cc1	-3	6
Cc1ccc(S(=O)(=O)N(C)C)cc1-n1c(SCC(=O)Nc2ccccc2)nc2ccccc2c1=O	1	-16
c1ccc2c(c1)nc(N1CCCCCC1)c1ccccc12	-7	15
O=C(O)c1cccc(-c2csc(C(O)c3ccc(F)c(F)c3)n2)c1 (stereo unspecified)	-14	11
O=C(Nc1ccccc1N1CCCCC1)c1ccc(-c2cc(Cl)ccc2Cl)o1	-49	11
CC1CSC(N(C(=O)c2ccc(S(C)(=O)=O)cc2)c2ccc(Cl)cc2)=N1 (stereo unspecified)	-8	5
CC(=O)c1cccc(NC(=O)C2Cc3c(-c4ccccc4)ccnc3O2)c1 (stereo unspecified)	-31	4
O=Cc1ccc(OCC(=O)N2CCOCC2)cc1	12	0
COc1ccc(CCNC(=O)c2cc(C3CC3)on2)cc1OC	-5	-8
C=CCNC(=S)Nc1ccc(OC)c(S(=O)(=O)N2CCOCC2)c1	-2	3
CNc1nc(C)c([N+](=O)[O-])c(Nc2ccc(OC)cc2)n1	8	-6
O=C(CSc1nncn1-c1cccnc1)N(c1ccccc1)c1ccccc1	-4	-11
CCc1c(C)nc2cc(-c3ccc(OC)c(OC)c3)nn2c1N1CCC(C)CC1	-3	1
CCNS(=O)(=O)c1ccc(NS(=O)(=O)c2cc(C)ccc2C)cc1	-7	8
CCC1Oc2ccc(C)cc2N(CC(=O)N(Cc2ccncc2)Cc2ccco2)C1=O (stereo unspecified)	-1	-4
CC(=O)c1cccc(NC(=O)C(C)OC(=O)c2cccc(S(=O)(=O)N3CCN(C)CC3)c2)c1 (stereo unspecified)	5	-6
O=C(Cc1ccccc1)c1ccccn1	-6	-1
COc1ccccc1NC(=O)C(C)Sc1nnc2ccccn12 (stereo unspecified)	-15	-7
COc1ccc(NC(=O)CN(C)C(=O)c2cccc(S(=O)(=O)N3CCCc4ccccc43)c2)cc1	-24	-21
O=S(=O)(c1cccc(-c2csc(-c3cccnc3)n2)c1)N1CCOCC1	-9	-3
O=C1CCCN1CCc1cccc2ccccc12	-7	6
Cc1nn(C)c(-c2n[nH]c(=S)n2-c2ccccc2)c1Cl	-5	4
CN(O)/C=N/C(=S)Nc1ccc(Cl)cc1Cl	0	6
COc1cccc([C@@H]2CC=C(C(=O)O)[C@H](c3ccc(Cl)cc3)N2S(=O)(=O)c2ccc(C)cc2)c1	-3	-2
C[C@H](CO)N1C[C@H](C)[C@@H](CN(C)S(=O)(=O)c2ccccc2F)Oc2ncc(Br)cc2C1=O	22	-9
CCC(O)C1CCN(Cc2cn(-c3ccc(OC)cc3)nc2-c2cccc(F)c2)CC1 (stereo unspecified)	17	18
Cc1cc2cc(C)c3nnc(SCC(=O)Nc4ccc(S(=O)(=O)N5CCCCC5C)cc4)n3c2cc1C (stereo unspecified)	38	5
CCCCn1c(-c2csc(CCC)c2)n[nH]c1=S	-4	2
O=C(NCC(F)(F)F)c1ccc2sc([C@@H]3O[C@H](CO)[C@H](O)[C@H](O)[C@H]3O)nc2c1	4	0
O=C1CN(C(=O)c2ccc(Cl)nc2)c2ccccc2N1	2	4
COc1ccc(CN(C)C(=O)c2cc(S(=O)(=O)N3CCCCCC3)ccc2OC)cc1OC	-18	-4
N#Cc1ccccc1OCC(=O)NC(=O)NCc1ccccc1	-6	-1
CCN(CC)CCCNc1nc(C)cc(COC)c1C#N	7	-3
S=c1nccc(-c2ccc3c(c2)CCO3)[nH]1	-2	-5
COc1cccc(CC(NC(C)=O)C(=O)NC2CCN(c3c4c(nc5ncnn35)CCC4)CC2)c1 (stereo unspecified)	7	-4
CC(Sc1nnc(COc2ccc(Cl)cc2)n1Cc1ccco1)C(=O)N1CCNC1=O (stereo unspecified)	0	-11
O=C(CCl)Nc1cc2[nH]c(=O)[nH]c2cc1Br	51*	-30*
NCC1CCN(c2nc3ccccc3c3c2CCCC3)CC1	8	30
COc1ccc(NC(=O)CSc2nc3c(c(=O)n2C)SCC3)cc1OC	-5	1
C/C(=N\NC(=O)CNc1cccc2ccccc12)c1ccc(Br)s1	18	-11
O=C(NCCCN1CCOCC1)c1ccc(CS(=O)(=O)c2c(Cl)cccc2Cl)o1	5	1
Cc1ccc(OCC(=O)Nc2ccc3c4c(cccc24)CC3)c(C)c1	-14	-3
Cn1nc(C(=O)OCc2ccc(Br)cc2F)c2ccccc2c1=O	4	-2
CNC(=O)C[C@H]1C(=O)N(c2ccc(Br)cc2)C[C@@H]1C	-6	1
O=C(O)CCC(=O)Nc1ccc(F)cc1	-20	13
CC(C)(C)OC(=O)N/N=C/c1cccc([N+](=O)[O-])c1	18	-11
CCOC(=O)c1c(NC(=O)CSc2nnc3c(n2)[nH]c2ccc(F)cc23)sc(C(C)=O)c1C	17	-12
C[C@@H]1CN([C@H](C)CO)C(=O)CCCn2cc(nn2)CO[C@H]1CN(C)S(=O)(=O)c1ccc2c(c1)OCCCO2	-5	0
Cn1c(CN2CCOCC2)nc2cc(NC(=O)COc3ccccc3)ccc21	6	-2
Cn1cccc1/C=N/NC(=O)c1sc2ccccc2c1Cl	2	-1
The results go on:
SMILES	H9c2 TAG inh	H9c2 TAG inh DAPI viability
COc1ccc(C(=O)NCC(C)(C)N2CCOCC2)cc1S(=O)(=O)NCc1ccc(Cl)cc1	-8	0
COc1ccc(NS(=O)(=O)c2ccc(S(=O)(=O)N3CCCC3)cc2)cc1	-13	-3
CC(=O)Nc1cc2c(cc1NC(=O)c1cnccn1)OCCO2	-24	5
O=C(NCc1ccccc1Cl)[C@@H]1CCCN1S(=O)(=O)c1ccc(Cl)cc1	-7	-5
O=[N+]([O-])c1cc(Cl)c(O)c2ncccc12	-3	1
O=C(Nc1ccc(-c2ccccc2)cc1)c1ccco1	-9	-9
Cc1ccc2cc(COC(=O)c3ccncc3)c(=O)[nH]c2c1	-9	-6
CC(=O)Nc1cccc2cc(O)ccc12	-13	2
Cc1nc(SCC(=O)Nc2nc3ccccc3s2)c(C#N)c(C)c1C	22	79
O=C(NCc1cccnc1)c1ccc(-c2ccccc2[N+](=O)[O-])o1	-28	14
CCOC(=O)C1(C)CCCCN1C(=O)c1ccccc1OC (stereo unspecified)	-11	3
COc1ccc(C(=O)N2CCC(N3CCN(c4ccccc4)CC3)CC2)cc1	-13	0
O=C(c1ccco1)N1CCN(CCCCOc2cccc3ccccc23)CC1	-20	17
COc1c(F)c(F)c(C(=O)O)c(Nc2ccc(C)cc2C)c1F	-12	8
S=c1[nH]cnc2scc(-c3ccc(Br)cc3)c12	15	-6
Cn1c(=O)c2c(O)c([N+](=O)[O-])c(=O)n(C)c2n(C)c1=O	7	-5
O=C(Nc1ccncc1)c1sc2ccccc2c1Cl	-12	8
COc1cc(Cl)c(C)cc1NC(=O)c1ccc(S(C)(=O)=O)cc1	19	2
COc1ccc(C(=O)NC2CCN(S(=O)(=O)c3ccc(F)cc3)CC2)cc1	1	4
Cc1ccc(N2CC(=O)N(NC(=O)c3sc4nc(C)cc(C)c4c3N)CC2=O)cc1	3	7
CC1(C(=O)NS(=O)(=O)c2cccc(OC(F)F)c2)CCN1C(=O)c1ccco1 (stereo unspecified)	11	10
CCOCCCn1c(SCC(=O)Nc2oc(C)c3c(C)n[nH]c(=O)c23)nc2ccccc2c1=O	3	-1
CS(=O)(=O)N(CC(=O)Nc1ccc(F)cc1F)c1cccc([N+](=O)[O-])c1	5	-9
O=C1C=C(N2CCCCCC2)C2(CCCCC2)O1	-8	-1
Cc1nc(NC(=O)CSc2nnc(N)s2)c(Cl)cc1Cl	-9	-3
Cc1cc(C)n2nc(C(=O)OCC(=O)N(C)C3CCCCC3)nc2n1	-5	-4
CC1(C(=O)O)CCC(C(=O)N2CCOCC2)C1(C)C (stereo unspecified)	-3	6
CCNC(=O)C1CCCN(C(=O)C(c2ccccc2)c2ccccc2)CC1 (stereo unspecified)	-17	8
COc1cccc(N2CC(C(=O)N3CCC4(CC3)CC(=O)c3ccccc3O4)CC2=O)c1 (stereo unspecified)	-1	2
NS(=O)(=O)c1ccc(NC(=O)COC(=O)c2cc([N+](=O)[O-])ccc2Cl)cc1	-1	7
Cn1c2ccccc2c(=O)c2c(=O)n(-c3ccc(F)cc3)c(C3CCCCC3)nc21	8	-7
Cc1cc(NC(=O)c2cccc(S(=O)(=O)N3CCOCC3)c2)no1	8	6
CC(C)C[C@@H](CNCC(=O)[C@H](C)NC(=O)c1[nH]cnc1C(=O)N[C@@H](C)CN)NC(=O)c1nc[nH]c1C(=O)N[C@@H](C)C(=O)O	11	5

Bioassay records: PubChem BioAssay, Sanford-Burnham Center for Chemical Genomics
